Compound activity as filed in PubChem BioAssay.
GalR3 antagonist: blocks the human galanin receptor 3. O60755. HEK293 GalR3-CNG cAMP membrane potential fluorescence; galR3 body fused to GalR1 C-terminus. inhibition, % at 3 µM. actives 0.44% (n = 360,000). AID 651719;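 active = inhibition above the screen-wide average plus 3 SD, cut at about 13% in these data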;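 note: forskolin and galanin both at EC90 stimulate the cells; cAMP rise reported by CNG channel membrane potential dye signal; 0% = forskolin plus galanin with DMSO and 100% = forskolin alone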
VIM-2 inhibitor: blocks Pseudomonas aeruginosa VIM-2 metallo-beta-lactamase. actives 0.89% (n = 290,000). inhibition, % at 5.6 µM. AID 1527. purified VIM-2, nitrocefin hydrolysis, epi-absorbance fluorescence;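 active = inhibition above the mean of all tested compounds plus 3 SD, cutoff set per screening run, cut at about 7.5% in these data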;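 note: red hydrolysis product quenches plate fluorescence so inhibitors raise well fluorescence; 0% = enzyme with DMSO and 100% = DMSO without enzyme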
SUMO HTRF inh: inhibitors of human SUMOylation (UBC9); HTRF SUMOylation assay, SAE1/SAE2 + UBC9, in vitro; inhibition, % at 35 µM; actives 0.36% (n = 290,000); AID 2006; in the data active = inhibition above about 50%, passing the limit was not always enough; note: strong numbers were not always called active
IDE act: boosts human insulin-degrading enzyme activity in HEK cells | P14735 | FAbeta-B cleavage, fluorescence polarization; 0% vehicle, 100% cell-free pure enzyme wells | activation, % at 5.96 µM | actives 0.073% (n = 340,000);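 active = activation above the mean of all tested compounds plus 3 SD, set per screening campaign, cut at about 17% in these data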
Target sequence (P14735 whole entry, looked up): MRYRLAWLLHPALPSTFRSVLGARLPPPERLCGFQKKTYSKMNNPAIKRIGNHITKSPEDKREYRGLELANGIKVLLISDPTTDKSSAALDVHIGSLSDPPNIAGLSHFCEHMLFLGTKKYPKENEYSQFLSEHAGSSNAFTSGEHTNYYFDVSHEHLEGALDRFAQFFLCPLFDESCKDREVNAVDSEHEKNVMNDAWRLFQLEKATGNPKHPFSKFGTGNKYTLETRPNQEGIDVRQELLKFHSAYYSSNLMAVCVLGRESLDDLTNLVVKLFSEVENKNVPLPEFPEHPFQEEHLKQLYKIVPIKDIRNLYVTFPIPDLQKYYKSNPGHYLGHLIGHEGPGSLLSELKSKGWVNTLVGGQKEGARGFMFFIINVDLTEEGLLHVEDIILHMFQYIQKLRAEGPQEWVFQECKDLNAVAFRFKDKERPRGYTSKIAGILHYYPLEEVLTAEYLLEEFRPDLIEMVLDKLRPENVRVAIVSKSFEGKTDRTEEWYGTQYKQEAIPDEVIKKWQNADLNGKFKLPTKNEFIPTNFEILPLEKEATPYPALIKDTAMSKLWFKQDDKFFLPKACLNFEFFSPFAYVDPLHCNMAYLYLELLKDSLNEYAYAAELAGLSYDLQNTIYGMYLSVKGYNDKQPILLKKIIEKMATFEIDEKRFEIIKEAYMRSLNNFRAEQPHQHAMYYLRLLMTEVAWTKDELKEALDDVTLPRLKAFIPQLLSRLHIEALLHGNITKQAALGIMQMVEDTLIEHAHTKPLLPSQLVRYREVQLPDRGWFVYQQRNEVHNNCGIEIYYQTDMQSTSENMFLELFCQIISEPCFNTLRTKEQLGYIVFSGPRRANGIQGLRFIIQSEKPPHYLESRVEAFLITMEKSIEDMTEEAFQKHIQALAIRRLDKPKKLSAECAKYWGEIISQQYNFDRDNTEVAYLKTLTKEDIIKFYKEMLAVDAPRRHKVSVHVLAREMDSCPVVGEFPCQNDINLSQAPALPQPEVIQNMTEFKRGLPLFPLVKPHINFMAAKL
pCIP destab: p/CIP protein destabilization | F442A p/CIP-EGFP cells, EGFP fluorescence, 16 h | decrease of EGFP signal, % at 10 µM | actives 0.01% (n = 290,000);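 active = EGFP signal decrease of at least 30% at 10 µM or well 3 SD below plate mean, unless failing retest; inactive = the rest, including hits failing retest or dose response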; note: some compounds called inactive have numbers as strong as hits; many of its hits are not listed in these tables
IMP-1 inhibitor: inhibitors of Pseudomonas aeruginosa IMP-1 metallo-beta-lactamase | AID 1556 | purified IMP-1, nitrocefin hydrolysis, epi-absorbance fluorescence | inhibition, % at 5.6 µM | actives 0.45% (n = 290,000);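 active = inhibition above the mean plus 3 SD of all compounds in the same screening run, cut at about 4.5% in these data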;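 note: 0% = IMP-1 with DMSO and 100% = DMSO wells lacking enzyme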
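System: Purified recombinant IMP-1 metallo-beta-lactamase enzyme | Measured by: Fluorescence quenching readout, ex 480/em 530 nm | Replication: Singlicate | Incubation: 15 min preincubation plus 25 min reaction at 25 °C | Evaluation: Percent inhibition from optical density relative to buffer-blank wells | Benchmarks: DMSO with and without IMP-1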
CRFR2-BP antag: antagonists of CRF-binding protein/CRF-R2 receptor complex. HEK293 CRF-R2/CRF-BP, CRF-induced calcium fluorescence. inhibition, % at 11.8 µM. actives 0.59% (n = 350,000). AID 588475;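 active = inhibition of the ligand-induced calcium signal above about 50% at the single tested concentration, limit read from the data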
NS3 helicase inh: HCV NS3 helicase inhibition; NS3 helicase DNA unwinding, Cy5 molecular beacon fluorescence; actives 0.56% (n = 290,000); inhibition, % at 10.9 µM;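 active = inhibition above the mean of all tested compounds plus 3 SD, set per campaign, cut at about 35% in these data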;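 note: 0% = DMSO wells and 100% = thioflavine S control wells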
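Compound dosing – single dose, 10.9 µM nominal final, DMSO 0.8% final · System – NS3 helicase fragment of HCV · Buffer or medium – MOPS pH 6.5, MgCl2, DTT, Tween20, BSA · Signal – Cy5 beacon fluorescence read at start and 1 h · Also added – annealed dual-labelled DNA beacon duplex, ATP-started · Schedule – 1 h at 25 °C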
IDE inh: inhibitors of human insulin-degrading enzyme in cells. HEK cells, FAbetaB cleavage, fluorescence polarization. inhibition, % at 5.59 µM. actives 0.41% (n = 320,000). AID 434962;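 active = percent inhibition above the average of all tested compounds plus 3 SD, set per screening campaign, cut at about 16% in these data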;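 note: IDE supplied by intact live HEK cells; FP after avidin binding of uncleaved biotin substrate so inhibition keeps polarization high; 0% = DMSO wells and 100% = 60 µM reference IDE inhibitor Ii1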
* hit, by the source's call; nt = no result given. Compounds were not picked by outcome; 3.2% or so of the library scored in one or more.

item | molecule | IDE act | VIM-2 inhibitor | SUMO HTRF inh | NS3 helicase inh | GalR3 antagonist | IDE inh | pCIP destab | IMP-1 inhibitor | CRFR2-BP antag
1 | O=C(NCCc1ccc(F)cc1)C(=O)NCC1CCCN1S(=O)(=O)c1ccccc1 (stereo unspecified) | 4 | nt | nt | nt | -2 | 0 | nt | nt | 10
2 | CC(C)Cn1c(N)c(C(=O)COC(=O)c2ccc(Br)cc2)c(=O)n(C)c1=O | -1 | nt | nt | nt | 6 | 4 | nt | nt | 1
3 | CC(C(=O)Oc1ccc2c(c1)OCO2)N1C(=O)c2ccccc2C1=O (stereo unspecified) | nt | -0.4 | -8 | -6 | nt | 1 | -1 | -2.1 | nt
4 | COc1ccc(CC(=O)Nc2c3c(nn2-c2cccc(Cl)c2)CS(=O)C3)cc1 (stereo unspecified) | 3 | 2.2 | 7 | 9 | -5 | -1 | 9 | -1.8 | -1
5 | COc1cccc(CNC(=O)CCCc2c[nH]c3ccccc23)c1 | 0 | 0.7 | 20 | 2 | -3 | -2 | -16 | -1.4 | 5
6 | Cc1ccc(C)c(N(C)C(=O)c2ccc3c(=O)n4c(nc3c2)CCCCC4)c1 | -8 | -0.7 | -3 | 1 | -6 | 6 | 4 | -1.6 | -13
7 | CCc1ccccc1OCCCOc1ccc(OC)cc1 | 5 | 2.1 | -14 | 5 | -7 | -3 | 4 | -0.4 | 17
8 | CC(=O)Oc1ccccc1C1=NN(C(C)=O)C(c2ccccc2)C1 (stereo unspecified) | 3 | -1.7 | 21 | -1 | -1 | -1 | -2 | -2.5 | -16
9 | Cn1c(C(=O)NCCN2CCN(c3ccccc3F)CC2)cc2c(=O)n(C)c3ccccc3c21 | 4 | 8.8* | 2 | -29 | -2 | 6 | 7 | -0.5 | -3
10 | Cc1ccc2nc(NC(=O)Cc3cccs3)sc2c1 | 0 | -2.3 | -8 | 3 | -9 | 9 | -8 | -4.5 | -41
11 | CCOC(=O)c1sc(NC(=O)CSc2nnnn2-c2ccc(C)cc2)c(C(=O)OCC)c1C | 1 | -2.6 | 0 | 0 | -7 | 5 | -7 | -3.5 | -10
12 | CCCCN(C(=O)NC(=O)Nc1ccc(C)cn1)S(C)(=O)=O | 6 | -2.2 | 6 | -15 | -3 | -1 | -2 | -0.4 | 5
13 | O=C(COc1ccc2c(c1)oc(=O)c1ccccc12)NCCN1CCOCC1 | -2 | 19* | 4 | 23 | -7 | 0 | 1 | 1.9 | 10
14 | CC1CCN(C(=O)CNC(=O)c2cccc(OC(F)F)c2)CC1 | -3 | 0.3 | 8 | 3 | -7 | 0 | -1 | -3.5 | -4
15 | COc1ccc(C(=O)Nc2cc(OCc3ccccc3)c(Cl)cc2Cl)cc1 | -3 | -2.8 | -2 | 10 | -6 | 1 | -8 | -2.5 | -15
16 | CCc1nnc(NS(=O)(=O)c2ccc(N/C=C/C(=O)c3ccc(OC)cc3)cc2)s1 | 2 | 0.2 | 24 | 22 | 7 | 6 | -3 | 1.2 | 17
17 | CCOc1ccc(NC(=O)NNC(=O)c2ccc(Cl)cc2Cl)cc1 | -3 | -2.9 | -2 | -6 | -4 | 2 | -13 | -4.2 | 9
18 | CCc1ccc(NC(=O)C2CCCN2c2nn3c(=O)cc(C)nc3s2)cc1 (stereo unspecified) | -5 | -3.2 | 16 | 3 | nt | 6 | -13 | -2.9 | -7
19 | CN(C)c1nc(N(C)C)nc(N(C#N)CN2C(=O)c3ccccc3S2(=O)=O)n1 | 5 | 5.2 | 0 | 2 | -6 | 1 | 6 | 0.7 | 25
20 | CCOC(=O)CCCNC(=O)CCNC(=O)c1ccc(OCCC(C)C)cc1 | nt | -2.8 | 8 | -3 | -4 | 4 | -3 | -2.8 | 1
21 | O=S(=O)(NC1CCCCC1Sc1ncccn1)c1ccc(Cl)cc1 (stereo unspecified) | 5 | 2.7 | -2 | 7 | -4 | 5 | -11 | 0.8 | -21
22 | Cc1ccccc1C(=O)Nc1nc(=S)ss1 | 3 | -1.4 | 2 | -2 | 1 | -1 | -2 | -2.3 | -6
23 | COc1cccc(NC(=O)C2CCN(S(=O)(=O)c3ccc4c(c3)NC(=O)C(C)S4)CC2)c1 (stereo unspecified) | -3 | 0.6 | 13 | -4 | -8 | -1 | -15 | -0.8 | -17
24 | CN(CCc1ccccn1)C(=O)CC1C(=O)NCCN1Cc1cccc(F)c1 (stereo unspecified) | -1 | -5.2 | 13 | -2 | -3 | 1 | -4 | -1.9 | -13
25 | O=C(CN1CCOCC1)Nc1ccc2c(c1)CCC2 | -2 | -1.7 | 22 | 11 | -6 | -1 | -4 | -1.4 | -9
26 | Cc1sc2nnn(CC(=O)N3CCN(C(=O)c4ccco4)CC3)c(=O)c2c1C | 5 | 1.3 | nt | 11 | 0 | 7 | nt | 0.6 | 2
27 | Cc1ccccc1OCC(=O)OCC(=O)Nc1ccc2c(c1)OCO2 | -3 | nt | nt | nt | 2 | -3 | nt | nt | 21
28 | COc1cccc(/C=C/C(=O)N2CCN(c3n[nH]c(=O)[nH]c3=O)CC2)c1OC | -1 | -3.0 | -10 | -18 | 0 | 3 | 20 | -1.4 | 9
29 | Cc1ccccc1/C=N/n1c(-c2ccccn2)n[nH]c1=S | 7 | -0.6 | -12 | 8 | -3 | 1 | 4 | -5.0 | 3
30 | CCC(C)C(=O)Nc1nc2ccc(OC)cc2s1 (stereo unspecified) | nt | -3.1 | 8 | -8 | -7 | 5 | 5 | -3.1 | -10
31 | CC(C)C(C(=O)NCc1ccco1)N(Cc1ccco1)C(=O)CNS(=O)(=O)c1ccccc1 (stereo unspecified) | 4 | -3.6 | 8 | 7 | -9 | -1 | 4 | -2.8 | 1
32 | Cc1cccc(N2C(=O)CS/C2=N\NC(=O)c2cccnc2)c1C | 2 | -4.9 | 12 | -6 | 4 | -6 | -30 | -2.1 | -1
33 | Cn1c(=O)c2[nH]c(NCCCN3CCOCC3)nc2n(C)c1=O | 0 | 2.0 | 3 | 6 | 0 | 3 | 7 | -2.5 | -4
34 | Brc1cc2c(cc1/C=N/Nc1nc(N3CCOCC3)nc(N3CCOCC3)n1)OCO2 | 4 | -2.1 | -11 | -3 | -1 | 5 | 2 | -0.2 | 14
35 | N#Cc1ccc(COC(=O)c2ccccn2)cc1 | nt | 0.8 | 4 | -10 | -1 | 5 | -2 | -1.4 | nt
36 | Cc1cc(NC(=O)Cn2nc(-c3cccs3)ccc2=O)cc(C)c1Br | 5 | -1.3 | 7 | -20 | -6 | -2 | -8 | -3.5 | -1
37 | CCOC(=O)c1ccc(NC(=O)C2(c3ccc(Cl)cc3)CCCC2)cc1 | 1 | -2.5 | -29 | -1 | -3 | 0 | 0 | -1.5 | -39
38 | Cc1ccc(C(=O)OCc2nc3ccccc3s2)o1 | 7 | nt | nt | nt | -4 | 4 | nt | nt | 15
39 | COCCNc1nc2nonc2nc1NC(C)c1ccccc1Cl (stereo unspecified) | -5 | -3.1 | 8 | -3 | -2 | -1 | -8 | -2.6 | -1
40 | CC(=O)Nc1cc(C(=O)N2CCc3ccccc3C2)ccc1Sc1ccc(F)cc1 | -3 | -1.1 | 18 | 7 | -2 | -2 | -9 | -1.3 | -41
41 | CCSc1cc(N2CCOCC2)nc(-c2ccccc2)n1 | 1 | 0.1 | -15 | -7 | -2 | 10 | 6 | -1.4 | 7
42 | CC(=O)c1ccc(Oc2nc3c(c(=O)n(C)c(=O)n3C)n2C)cc1 | 1 | -1.6 | 10 | 3 | 1 | -5 | 0 | -3.0 | 7
43 | COc1ccccc1CNC(=O)C(=O)NCC1CCCO1 (stereo unspecified) | 6 | -1.6 | 20 | -2 | -3 | -2 | 1 | -0.6 | 2
44 | O=c1[nH]nc(-c2ccc(NCCCO)c([N+](=O)[O-])c2)c2ccccc12 | 4 | 24* | 13 | 1 | -6 | -6 | -5 | -1.2 | 1
45 | O=C(COC(=O)CNC(=O)c1ccccc1)NC(=O)NC1CCCCC1 | 6 | nt | nt | nt | -5 | 1 | nt | nt | 5
46 | Nn1cnnc1SCC(=O)N1CCc2ccccc2C1 | 3 | nt | nt | nt | 0 | 2 | nt | nt | 11
47 | O=C1N/C(=N\N=C\c2cccs2)SC1Cc1ccc(Cl)cc1Cl (stereo unspecified) | 0 | -2.9 | 20 | -2 | -7 | 9 | -6 | -4.0 | 20
48 | Nc1n[nH]c(N)c1N=Nc1ccc(F)cc1 | -3 | -2.8 | -14 | 4 | -5 | 1 | 12 | -3.5 | 10
49 | Cc1cc(NC(=O)CSc2c(C)[nH]c3ccccc23)no1 | 0 | -1.1 | -9 | -7 | nt | 6 | 2 | -3.4 | 11
50 | Cc1nc2cncc(Br)c2n1C | 1 | -0.9 | 16 | 8 | -3 | -1 | 2 | 0.2 | -6
51 | O=C(NCC1CCCO1)c1ccc(N2CCCCC2)c([N+](=O)[O-])c1 (stereo unspecified) | 3 | -1.1 | 1 | 0 | 5 | -8 | -5 | -7.3 | 7
52 | CCOC(=O)N1CCN(c2c(NCCOC)c(=O)c2=O)CC1 | 4 | -3.1 | 12 | 7 | 2 | 1 | -11 | -4.3 | 11
53 | O=C(Nc1cccc(Br)c1)c1ccc2c(c1)SC1=NS(=O)(=O)CCN12 | -14 | nt | nt | nt | 3 | 11 | nt | nt | 4
54 | Brc1ccc(-c2c(-c3ccsc3)sc3ccccc23)cn1 | -1 | nt | nt | nt | -5 | -2 | nt | nt | -5
55 | O=S(=O)(Nc1ncccn1)c1ccc(Nc2ncnc3ccccc23)cc1 | 6 | -1.3 | -6 | 4 | -3 | 6 | -4 | -1.8 | 16
56 | CC(C)Oc1ccc(C(=O)NCc2ccco2)cc1 | 2 | -0.3 | 10 | 19 | 1 | 4 | -12 | 1.5 | -5

(list continues)
item | molecule | IDE act | VIM-2 inhibitor | SUMO HTRF inh | NS3 helicase inh | GalR3 antagonist | IDE inh | pCIP destab | IMP-1 inhibitor | CRFR2-BP antag
57 | CN1CCN(C(=O)C(=O)c2cn(CC(=O)N3CCCC3)c3ccccc23)CC1 | 0 | -1.2 | 16 | 5 | -1 | -1 | 0 | -1.9 | -1
58 | Cc1ccc(C(=O)N[C@H](C(=O)NC2CCCCC2)C(C)C)cc1 | 3 | nt | nt | nt | -5 | -2 | nt | nt | -1
59 | CC(C)NC(=O)c1onc(CSc2nc3ccccc3[nH]2)c1C(=O)NC(C)C | -9 | -0.3 | 18 | -11 | -3 | 6 | -14 | -3.7 | 1
60 | CCc1nnc(NC(=O)c2ncc(Cl)c(Cl)c2Cl)s1 | 1 | -5.7 | 7 | -2 | 5 | 1 | 1 | -2.9 | -5
61 | COc1ccc(OC)c(S(=O)(=O)Nc2ccc(F)cc2)c1 | 3 | -1.5 | 16 | 2 | -9 | 3 | -16 | -4.8 | 10
62 | CC(C)NS(=O)(=O)c1ccc(OCC(=O)Nc2ccc3c(c2)OCO3)cc1 | 7 | 1.6 | 6 | -1 | 0 | 2 | -5 | -0.8 | 6
63 | Cc1c(Cl)cccc1N1C(=O)c2ccccc2C1=O | 2 | -2.1 | -7 | 4 | -4 | -5 | -6 | -2.2 | 51*
